# Screens as filed in PubChem.
# CHT block = inhibitors of human choline transporter CHT | High affinity choline transporter 1 (Homo sapiens), Q9GZV3 | CHT-expressing cells, membrane potential dye, choline response; stronger effect = lower value | B-score at 10 µM | actives 0.86% (n = 310,000) | AID 488975, 2010;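 active = B-score over 3 SD under the library average, and starting fluorescence ratio not unusually high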;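 note: choline stimulus applied at its EC90 after an EC20 pre-addition; B-score computed on integrated fluorescence ratio after choline addition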
# KCNQ2 inh = KCNQ2 potassium channel inhibitors, primary screen, cell-based, CHO-K1, FluxOR thallium flux, B-score (AID 2156); B-score at 10 µM; Potassium voltage-gated channel subfamily KQT member 2 (Rattus norvegicus), O88943; actives 1.1% (n = 310,000); 20 min; stronger effect = lower value;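 active = fluorescence ratio B-score at most minus 3 library SDs, with starting brightness B-score within 2 library SDs, cut at about -5.5 in these data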
# Target sequence (O88943 whole entry, looked up): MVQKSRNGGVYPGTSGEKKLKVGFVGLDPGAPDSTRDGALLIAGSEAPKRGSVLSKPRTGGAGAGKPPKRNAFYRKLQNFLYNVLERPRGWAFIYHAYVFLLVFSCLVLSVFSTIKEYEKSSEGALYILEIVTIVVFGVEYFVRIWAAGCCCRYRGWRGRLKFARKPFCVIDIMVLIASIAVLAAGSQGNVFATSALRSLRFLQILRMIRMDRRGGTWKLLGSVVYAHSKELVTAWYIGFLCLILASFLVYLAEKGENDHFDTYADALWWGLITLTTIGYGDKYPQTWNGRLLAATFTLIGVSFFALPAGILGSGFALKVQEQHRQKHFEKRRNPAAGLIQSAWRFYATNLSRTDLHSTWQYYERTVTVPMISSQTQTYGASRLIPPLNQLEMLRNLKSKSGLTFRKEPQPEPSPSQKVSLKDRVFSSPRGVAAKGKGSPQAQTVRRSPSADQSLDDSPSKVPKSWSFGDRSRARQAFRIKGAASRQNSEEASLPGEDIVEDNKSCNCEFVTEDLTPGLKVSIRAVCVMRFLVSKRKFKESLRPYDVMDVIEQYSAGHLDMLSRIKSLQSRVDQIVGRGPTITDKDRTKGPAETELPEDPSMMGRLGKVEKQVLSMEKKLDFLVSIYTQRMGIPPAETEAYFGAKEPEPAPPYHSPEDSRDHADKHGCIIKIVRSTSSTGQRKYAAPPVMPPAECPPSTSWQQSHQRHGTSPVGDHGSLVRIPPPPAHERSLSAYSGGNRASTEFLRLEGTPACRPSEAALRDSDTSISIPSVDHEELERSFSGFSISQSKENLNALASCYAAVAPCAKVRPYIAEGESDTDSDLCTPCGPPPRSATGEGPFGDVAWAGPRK
# Kir21 block = inhibitors of mouse Kir2.1 inward-rectifier potassium channel; Inward rectifier potassium channel 2 (Mus musculus), P35561; HEK293-Kir2.1, FluxOR thallium flux fluorescence; stronger effect = lower value; B-score at 10 µM; actives 0.85% (n = 310,000); AID 1672, 2009;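 active = fluorescence ratio B-score at or below minus 3 SD of library scores, with starting-brightness B-score within 2 SD, cut at about -4.2 in these data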;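 note: channel flux triggered by added potassium and thallium sulfate stimulus; B-score of peak minus minimum fluorescence over baseline after thallium stimulus; more negative B-score means stronger Kir2.1 block with less thallium influx; some compounds called inactive have numbers as strong as hits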
# Active calls of the source: *; i = inactive; . = no result given.
SMILES,CHT block,KCNQ2 inh,Kir21 block
Oc1ccccc1N1CCN(c2ncnc3scc(-c4ccc(F)cc4)c23)CC1,i,i,1.3
COc1ccc(Cl)cc1NC(=O)C1CC(c2ccccc2O)=NO1 (stereo unspecified),i,i,0.72
COc1ccccc1NS(=O)(=O)c1cc(NC(=O)c2cccs2)ccc1N1CCOCC1,i,i,0.87
CCc1nn(CC(=O)NCCc2ccc(OC)cc2OC)c(=O)c2cc3occc3n12,i,i,-0.71
CC(=O)Nc1ccc(S(=O)(=O)Nc2nc3ccccc3nc2Nc2ccccc2)cc1,i,i,1.1
Cc1cc(C)c2nc(/N=C(\N)NC(=O)Nc3ccccc3)nc(C)c2c1,i,i,0.43
CC1CCCCC1NC(=O)C1CCN(S(=O)(=O)c2ccc3c(c2)CCC(=O)N3)CC1 (stereo unspecified),i,i,-1.3
CCCOc1ccc(CC2CCC(=O)NC2=O)cc1 (stereo unspecified),i,i,1.4
COc1ccc(C(=O)c2sc3nc(-c4ccccc4)ccc3c2N)cc1,i,i,1.6
COc1ccc(CN(Cc2ccc(C(=O)O)cc2)C(=S)Nc2ccccc2Cl)cc1OC,i,i,-1.2
COCC(=O)N(C)c1nnc(-c2cnc(C)cn2)s1,i,i,-0.07
COc1ccc(OC)c(-c2cc(C(=O)NC3CCCC3)c3ccccc3n2)c1,i,-6.1*,-1.3
O=C1Cc2ccccc2C(=O)N1c1ccc(F)cc1Cl,i,i,-0.18
Cc1ccc2c(c1)C(=O)C(=O)N2CC(=O)Nc1ccc(N2CCOCC2)cc1,i,i,1.3
CCCc1nc2c([nH]1)C(c1cccnc1)C(C#N)=C(N)O2 (stereo unspecified),i,i,0.16
COc1ccc(CNC(=O)CN(Cc2ccco2)C(=O)CNS(=O)(=O)c2ccc(C)cc2)cc1,i,i,-2.3
O/N=C/c1ccc2cccc(O)c2n1,i,i,2.8
COc1cc(Br)cc(CN2CCN(C=O)CC2)c1O,i,i,0.52
O=C(NCN1CCCCC1)c1cnccn1,i,i,-1.2
COC(=O)c1cc(-c2cccc(OC)c2)c2c(=O)[nH]c(=O)n(C)c2n1,i,i,1.5
CCCOc1ccc(C(=O)ON=C2CCN(C)CC2)cc1,i,i,0.94
O=S(=O)(c1ccccc1)C1Cc2ccccc2C1Cl (stereo unspecified),i,i,-2.4
Cc1ccc(C=C2C(=O)c3ccccc3C2=O)s1,i,i,-0.55
COc1ccc(S(=O)(=O)NCCc2ccccc2)cc1,i,i,-2.9
COc1ccc(CCN(C)C(=O)c2ccc(COc3ccccc3)o2)cc1OC,-6.9*,i,-5.8*
Cc1cc(C(=O)COC(=O)c2ccncc2)c(C)n1CCc1ccc(F)cc1,i,i,-1.7
O=C(CSc1ncccn1)NC(=O)NCc1ccccc1,i,i,0.43
COc1ccccc1N1CCN(C(CNS(C)(=O)=O)c2cccnc2)CC1 (stereo unspecified),i,i,0.05
CC(C)OC(=O)CSc1nnc(-c2cnccn2)n1C,i,i,-0.96
Cc1cc(C)c2nc(N3C(=O)C(O)=C(C(=O)c4ccco4)C3c3ccco3)sc2c1 (stereo unspecified),i,i,0.25
OCCCN=c1cc(-c2ccccc2)oc2ccc(Cl)cc12,i,i,0.13
COc1cccc(CN(C)C(=O)CCc2nnc(-c3ccsc3)o2)c1,i,i,-0.01
COc1ccccc1N1CCN(C(=O)c2c(-c3ccccc3)noc2C)CC1,i,i,0.78
CC(C)(C)c1cc(=O)n2c(C#N)c(C#N)nc2[nH]1,i,i,2.1
CC(C)c1ccc(NC(=O)COc2ccc(S(=O)(=O)N3CCOCC3)cc2)cc1,i,i,-0.12
Cc1ccc(C(=O)NC2CC3CCCC(C2)N3C(=S)NCc2ccco2)cc1 (stereo unspecified),i,i,0.42
CCOC(=O)C(NC(C)=O)C(OC(C)=O)c1cccc(N(CCO)CCO)c1 (stereo unspecified),i,i,1.8
CCC(Oc1ccccc1)C(=O)Nc1nnc(C)s1 (stereo unspecified),i,i,1.5
O=C1CC(Nc2ccc3ccccc3c2)C(=O)N1Cc1ccccc1 (stereo unspecified),i,i,-3
CCn1ccnc1CN(C)Cc1cn(-c2cccc(C)c2)nc1-c1cccc(F)c1,i,i,-0.74
O=[N+]([O-])c1ccc(N=NNc2ccccc2)cc1,i,i,0.01
Cc1nc(Oc2ccc(Cl)cc2)c2oc3ccccc3c2n1,i,i,1.9
Cn1cccc1/C=N/NC(N)=S,i,i,-0.21
Oc1c(C(c2ccco2)N2CCOCC2)sc2ncnn12 (stereo unspecified),i,i,-0.42
CC1(C)Cc2nc3sc4c(N(CCO)CCO)ncnc4c3cc2CO1,i,i,0.4
COc1ccc(OCC(=O)N/N=C(\C)CC(=O)Nc2cccc([N+](=O)[O-])c2)cc1,i,i,0.5
COc1ccc(N2CCN(C(=O)C3=NNC(=O)CC3)CC2)cc1,i,i,0.21
O=C(Nc1ccc(S(=O)(=O)NCc2ccccc2)cc1)Nc1ccc2c(c1)OCO2,i,i,-0.31
COc1ccc(NC(=O)COC(=O)c2ccc(F)cc2F)cc1,i,i,-1.3
CCOc1cc(C)c(Cl)cc1S(=O)(=O)NCCOC,i,i,-1

# Marked active in CHT block, among the entries above:
SMILES,CHT block,KCNQ2 inh,Kir21 block
COc1ccc(CCN(C)C(=O)c2ccc(COc3ccccc3)o2)cc1OC,-6.9*,i,-5.8*

# Next part.
SMILES,CHT block,KCNQ2 inh,Kir21 block
Cc1nn(C)c(Cl)c1CN1CCCC(CO)(Cc2cccc(Cl)c2)C1 (stereo unspecified),i,i,-2.4
CC(NC(=O)Nc1ccccc1)C(c1ccccc1)N1CCOCC1 (stereo unspecified),i,i,0.67
O=C(NC1CCS(=O)(=O)C1)C1C2CC3CC(C2)CC1C3 (stereo unspecified),i,i,1.1
O=C(O)CNC(=O)c1ccc(NC(=O)/C(=C/c2ccccc2)NC(=O)c2ccccc2Br)cc1,i,i,-1.2
FC(F)(F)c1nnc2ccc(N3CCN(c4ccccc4)CC3)nn12,i,i,-0.01
CC(C)(C)N(Cc1ccccc1)C(=O)COC(=O)[C@@H]1CCCN1C(=O)c1cccs1,i,i,0.03
Cc1ccc(CN2C3CCCC2CC(NC(=O)c2ccc(F)cc2)C3)cc1 (stereo unspecified),i,i,2.6
CCOc1ccc(C(=O)Nn2cnnc2)cc1OCC,i,i,0.97
CCNC(=O)c1ccc(C2SCC(=O)N2CCc2ccccc2)cc1 (stereo unspecified),i,i,0.02
Cc1ccsc1C(=O)N1CCN(c2ncc(C(F)(F)F)cc2Cl)CC1,i,i,1.4
CCCc1cc(C(=O)Nc2ccn(Cc3ccc(C)cc3)n2)no1,i,i,0.08
COc1ccc(S(=O)(=O)N2CCCN(CC(=O)Nc3ccc(NC(C)=O)cc3)CC2)cc1,i,i,0.31
O=C(NNc1ncnc2ccccc12)c1cccc(Cl)c1,i,i,0.35
Cc1oc2ccc(OC(=O)N3CCOCC3)cc2c1C(=O)OC(C)C,i,i,-0.09
Cc1cccc(OCCN2C(=O)C(=O)c3cccc(C)c32)c1,i,i,0.33
COC(=O)c1cc(S(=O)(=O)N2CCN(c3ccc(F)cc3)CC2)cn1C,i,i,-2.5
O=C(c1ccccc1[N+](=O)[O-])N1CCCN(C(=O)c2ccccc2[N+](=O)[O-])CC1,i,i,-0.8
Cn1c(=O)c2c(-c3ccccc3)n3c4ccccc4ncc3c2n(C)c1=O,i,i,0.7
Cc1cc(C)nc(NC(=O)c2ccc(Cl)cc2)n1,i,i,0.56
O=C(NC(=S)Nc1ccc(S(=O)(=O)Nc2nccs2)cc1)c1ccc(F)c(F)c1,i,i,-0.04
COc1ccc(OCC(=O)Nc2ccc(S(=O)(=O)Nc3cc(C)on3)cc2)cc1,i,i,0.73
COC(=O)c1ccsc1NC(=O)CCc1ccccc1,i,i,0.57
Cc1c(Cl)c([N+](=O)[O-])nn1CC(=O)N1CCCC1,i,i,0.27
CC1(C)Cc2c(c(N3CCOCC3)nc3sc4c(NCc5ccco5)nnnc4c23)CS1,i,i,1.3
CSc1ccccc1NC(=O)c1ccccc1,i,i,-1.3
Cc1ccc(S(=O)(=O)n2c3ccc(Cl)cc3c3nc(C)sc32)cc1,.,i,-1.1
COc1ccc([C@H]2Oc3cc(O)cc(O)c3C(=O)C2[C@@H]2C(=O)c3c(O)cc(O)cc3O[C@@H]2c2ccc(OC)cc2)cc1 (stereo partly specified),i,i,0.02
COc1ccccc1OCC(=O)Nc1ccc2c(c1)n(C)c(=O)n2C,i,i,0.43
CC1(C)CC2(CC(C)(C)NC(=O)N2)NC(=O)N1,i,i,0.9
CCOC(=O)c1ccccc1NC(=O)C1CCN(c2ncnc3sc(C)c(C)c23)CC1,i,-6*,-0.02
O=S1(=O)CCOC[C@H](CC2CCCCC2)N1Cc1ccc(F)cc1,i,i,-1.2
O=C(Nc1ccncc1)c1ccc(-c2ccccc2)cc1,i,i,-0.02
Cc1cccc(COCC(Cc2ccccc2)N2CCN(C(=O)c3ccc(C(F)(F)F)cc3)CCC2=O)c1 (stereo unspecified),i,i,1.1
COc1ccc(/C=N/n2cc(-c3ccc(OC)cc3)nc2N)cc1,i,i,0.17
N#Cc1cc2c(nc1S(=O)(=O)Cc1ccccc1)CCCC2,i,i,-0.82
O=C(Nc1nc2c(s1)CCCC2)c1ccc2ncsc2c1,i,i,1.2
CCOc1nc2cnccc2n(CC(=O)Nc2cccc(C)c2)c1=O,i,i,1.3
Cn1c(SCc2cc(=O)[nH]c3ccccc23)nnc1-c1ccco1,i,i,-0.54
O=C(/C=C/c1ccccc1[N+](=O)[O-])NCc1ccccc1Cl,i,i,0.03
COC(=O)C1=C(N)c2c(F)cccc2C1(C#N)c1ccccc1 (stereo unspecified),i,i,0.92

# An excerpt of these results, tab-delimited:
compound	CHT block	KCNQ2 inh	Kir21 block
CCOc1nc2cnccc2n(CC(=O)Nc2cccc(C)c2)c1=O	i	i	1.3
COc1ccc(/C=N/n2cc(-c3ccc(OC)cc3)nc2N)cc1	i	i	0.17
Cn1c(SCc2cc(=O)[nH]c3ccccc23)nnc1-c1ccco1	i	i	-0.54
Cc1cccc(COCC(Cc2ccccc2)N2CCN(C(=O)c3ccc(C(F)(F)F)cc3)CCC2=O)c1 (stereo unspecified)	i	i	1.1
O=C(/C=C/c1ccccc1[N+](=O)[O-])NCc1ccccc1Cl	i	i	0.03
O=S1(=O)CCOC[C@H](CC2CCCCC2)N1Cc1ccc(F)cc1	i	i	-1.2

# New compounds follow.
SMILES,CHT block,KCNQ2 inh,Kir21 block
COc1ccc2cc(C#N)c(N3CCOCC3)nc2c1,i,i,0.95
Cc1cccc(Nc2ncnc3onc(-c4cccc(Cl)c4)c23)c1,i,i,0.79
CCN1CCN(C(=O)c2sc3ncnc(N4CCc5ccccc5C4)c3c2C)CC1,i,i,-0.01
CCOC(=O)c1cc(-c2ccccc2)sc1NC(=O)C(C)N1C(=O)NC(C)(c2ccc(Cl)cc2)C1=O (stereo unspecified),i,i,-0.42
CC(=O)Nc1cc(C(C)(C)C)c(O)c(C(C)(C)C)c1,i,i,0.33
[O-][n+]1c2c(nn1-c1ccc(Cl)c(Cl)c1)-c1nonc1CC2,i,i,0.95
Cc1nn(C)c(=O)n1-c1ccc(Oc2ccccc2)cc1,i,i,2.7
O=C(COC(=O)c1cccc(NS(=O)(=O)/C=C/c2ccccc2)c1)Nc1ccccc1OC(F)F,i,i,-0.42
COn1c(SCc2ccc(Cl)cc2)nc2ccccc2c1=O,i,i,0.15
Cc1ccc(S(=O)(=O)N2CCN(C(=O)N3CCOCC3)C2C)cc1 (stereo unspecified),i,i,0.01
CCCCN(CC)C(=O)c1ccc(Cl)cc1,i,i,-0.15
Nc1nc(Cl)cc(Nc2ccccc2Cl)n1,i,i,1.1
COCCCNc1ncnc2ccc(C)cc12,i,i,0.05
CN(C)S(=O)(=O)c1ccc2c(c1)nc1n2CCC1,i,i,0.43
Cc1ccccc1C(=O)N(Cc1cccs1)C1CCS(=O)(=O)C1 (stereo unspecified),i,i,-1.4
CNc1ccc(C2(O)C(=O)c3ccccc3C2=O)cc1,i,i,0.13
O=C(Nc1ccccc1F)c1ccc(CSc2ccccc2)o1,i,i,-0.93
CCCc1ccc(-c2cc(C(=O)N3CCN(c4ccccn4)CC3)c3ccccc3n2)cc1,i,i,-0.38
COc1ccc(-c2oc3ccc(-c4cc(OC)c(OC)c(OC)c4)cc3c2C(=O)c2ccc(OC)nc2)cc1,i,i,0.39
CC(C)N(CCc1ccncc1)C(=O)Nc1ccc(F)cc1,i,i,-0.33

# Reprinted from the part before: 3 entries, then new ones.
SMILES,CHT block,KCNQ2 inh,Kir21 block
CCCc1ccc(-c2cc(C(=O)N3CCN(c4ccccn4)CC3)c3ccccc3n2)cc1,i,i,-0.38
COc1ccc(-c2oc3ccc(-c4cc(OC)c(OC)c(OC)c4)cc3c2C(=O)c2ccc(OC)nc2)cc1,i,i,0.39
CC(C)N(CCc1ccncc1)C(=O)Nc1ccc(F)cc1,i,i,-0.33
COc1ccccc1NC(=O)CSCc1ccc([N+](=O)[O-])cc1,i,i,-2.6
CN(C)CCNc1ncnc2c1sc1nc(N3CCOCC3)c3c(c12)CC(C)(C)SC3,i,i,-2.4
COc1ccccc1NC(=O)N1C2CCCC1CC(NC(=O)c1ccccc1)C2 (stereo unspecified),i,i,-1.4
Fc1ccc(CSc2nncn2NCc2ccc3c(c2)OCO3)cc1,i,i,-2.7

# No enrichment for hits; 2.6% or so of the library scored in one or more.
